Bioassay records as filed in PubChem BioAssay.
GCN5L2 inh – inhibitors of human GCN5L2 histone acetyltransferase; Q92830; GCN5L2 HAT assay, ThioGlo1 CoA-SH fluorescence; Potency, µM (titrated, usually from 58.9 µM), for inactives: at the top dose activity change, negative = inhibition, most hits filed as inhibitors; 390,000 tested, 0.21% active; AID 504327
Target sequence (Q92830 whole entry, looked up): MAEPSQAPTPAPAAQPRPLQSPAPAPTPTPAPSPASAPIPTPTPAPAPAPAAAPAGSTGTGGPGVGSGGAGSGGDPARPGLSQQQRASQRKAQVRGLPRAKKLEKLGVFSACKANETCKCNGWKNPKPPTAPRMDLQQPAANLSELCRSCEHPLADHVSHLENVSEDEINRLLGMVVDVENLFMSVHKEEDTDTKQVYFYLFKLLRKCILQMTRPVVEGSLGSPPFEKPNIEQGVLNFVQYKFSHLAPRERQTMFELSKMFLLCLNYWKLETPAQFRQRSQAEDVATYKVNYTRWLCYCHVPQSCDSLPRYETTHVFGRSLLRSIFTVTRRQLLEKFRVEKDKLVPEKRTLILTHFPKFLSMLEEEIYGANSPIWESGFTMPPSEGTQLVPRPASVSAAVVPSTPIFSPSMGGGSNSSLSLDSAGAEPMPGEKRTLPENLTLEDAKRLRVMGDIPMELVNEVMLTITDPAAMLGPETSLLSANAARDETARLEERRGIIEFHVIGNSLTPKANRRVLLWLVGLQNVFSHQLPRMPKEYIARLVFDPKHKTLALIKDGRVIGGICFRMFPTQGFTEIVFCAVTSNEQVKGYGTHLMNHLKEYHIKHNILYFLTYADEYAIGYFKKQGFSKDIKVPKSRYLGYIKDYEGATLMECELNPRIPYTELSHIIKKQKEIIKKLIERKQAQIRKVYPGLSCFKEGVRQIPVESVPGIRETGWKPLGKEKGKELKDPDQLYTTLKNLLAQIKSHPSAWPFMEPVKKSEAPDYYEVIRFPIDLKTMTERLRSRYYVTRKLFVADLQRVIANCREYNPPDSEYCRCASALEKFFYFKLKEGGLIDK
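qHTS, 1536-well. 20nM enzyme, pH 7.5 HEPES/EDTA/Tween-20 buffer; 15 min compound preinc., RT. Start: 75uM H3(1-25), 70uM AcCoA, 50uM ThioGlo1. Read Ex340/Em540 at t=0 (autofluorescence flag) and t=20 min.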
TDP1 cell noCPT – qHTS for Inhibitors of human tyrosyl-DNA phosphodiesterase 1 (TDP1): qHTS in cells in absence of CPT. 420,000 tested, 15% active. DT40 Tdp1-/- hTDP1 cells, no CPT, ATP luminescence, 48 h. Potency, µM (series often up to 46.2 µM), for the others: at the highest dose activity change, negative = growth inhibition, hits mostly inhibitors. AID 686978, 2013; also: nearly all actives have a fitted effect of over 55% in size
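No-CPT arm: Tdp1-/-;hTDP1 DT40 cells (400/well) plus compounds, incubated ≥48 hr at 37 °C. Readout CellTiter-Glo luminescence.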
DT40 TDP1 CPT – growth inhibition of DT40 Tdp1-/-;hTDP1 cells with camptothecin (screen for TDP1 inhibitors); chicken DT40 Tdp1-/-;hTDP1 cells + 20 nM CPT, ATP luminescence, 48 h; Potency, µM (top dose mostly 46.2 µM), inactives show at the highest dose activity change, negative = growth inhibition, hits mostly inhibitors; 420,000 tested, 12% active; also: nearly all actives have a fitted effect of over 55% in size
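Chicken DT40 Tdp1-/- cells complemented with human TDP1, 400 cells/well, exposed to compounds plus 20 nM camptothecin for at least 48 h at 37 C; viability read as ATP content by CellTiter-Glo luminescence.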
* marks the source's active call; other numbers are inactive results; ? = inconclusive; / = no result given; & = joins results of further samples. Calls follow the shape of the dose curve; as a rule, active = well fitted curve in the direction sought with a large enough effect; inconclusive = small, poorly fitted or top-dose-only effect, or another doubt; inactive = no such curve, though single readings can be large; an effect the other way counts as inactive or inconclusive. % is scaled to controls: 0 for no effect and ±100 for the full control effect; potency is read from the fitted curve at half-maximal effect.

(1) Cc1cc2oc(=O)cc(CSc3nc(N)cc(N)n3)c2cc1C(C)C
(2) CC(C)n1ncc2c(C(=O)O)cc(C3CC3)nc21
(3) COc1cc(C2(c3ccc(O)c(OC)c3)C(=O)N(C)c3ccc(C)cc32)ccc1O
(4) O=C(CSc1nnc2ccc(-c3ccccn3)nn12)Nc1ccc(F)cc1F
(5) Cc1ccc(S(=O)(=O)NCCCCCC(=O)Nc2c(C)n(C)n(-c3ccccc3)c2=O)cc1
(6) O=C(NC(=S)NCc1ccccc1)C1CCCCC1
(7) Cc1cccc(-c2noc(CN(C)C(=O)c3ccoc3C)n2)c1
(8) COc1cc2c(cc1OC)C1Cc3ccc(OC)c(OC)c3CN1CC2 (stereo unspecified)
Screen / compound no.	1	2	3	4	5	6	7	8
GCN5L2 inh	-8%	-5%	/	-5%	1%	-2%	0%	-4%
TDP1 cell noCPT	-7%	4%	?	-10%	-29%	21µM*	?	7.3µM*
DT40 TDP1 CPT	-29%	?	-7%	-6%	-3%	18µM*	-6%	?

(9) Cc1ccc(S(=O)(=O)N2CCOCC2)cc1NC(=O)COC(=O)c1cc[n+]([O-])cc1
(10) Cc1ccc(CCNC(=O)C23C[C@H]4C[C@@H](C2)CC(n2nnc(C)n2)(C4)C3)cc1
(11) Cc1cccc(C)c1NC(=S)Nc1ccccc1C(=O)NCc1ccco1
(12) CN1OC[C@@H]2CN(C(=S)NCCc3ccccc3)[C@H](c3ccc(N4CCCCC4)cc3)C[C@@H]21
(13) O=C(NCc1cccnc1)c1ccc(Cn2cc(C(F)(F)F)ccc2=O)cc1
(14) CCCn1c(C)nc2cc(Cl)c(N3CCN(c4nc(-c5ccc(C)cc5)cs4)CC3)cc21
(15) O=C(/C=C/c1ccc(Cl)cc1Cl)NCCN1CCOCC1
(16) Cc1ccc2oc(=O)c3cc(C(=O)NCCCN4CCCC(C)C4)sc3c2c1 (stereo unspecified)
Screen / compound no.	9	10	11	12	13	14	15	16
GCN5L2 inh	-1%	1%	-7%	/	-2%	-1%	?	3%
TDP1 cell noCPT	-2%	-28%	-19%	?	-11%	?	-14%	?
DT40 TDP1 CPT	-2%	-2%	-1%	16µM*	-8%	?	-27%	?

(17) O=c1c(Cl)nc2cc(Cl)ccc2n1CCNc1ncc(C(F)(F)F)cc1Cl
(18) CCN(CC)C(=O)C1=C(C)N(CCC2=CCCCC2)C(=O)C(CC(=O)NCCN2CCOCC2)C1 (stereo unspecified)
(19) CC(C)c1cc(Cn2c3ccccc3c(=O)n2C(C)Cn2cc(C3CC3)nn2)on1 (stereo unspecified)
(20) CCCOc1ccc(C2C(C(=O)c3ccc(C)o3)=C(O)C(=O)N2Cc2ccco2)cc1OCC (stereo unspecified)
(21) COc1ccccc1CNC(=O)c1cc(S(=O)(=O)N2CCCC2)cn1C
(22) CC(NC(=O)CSc1ncnc2nc[nH]c12)c1ccccc1 (stereo unspecified)
(23) CCc1cccc(C)c1NC(=O)CSc1nc2c(c(=O)[nH]1)CCC2
(24) Oc1ccccc1CNc1ncc(Br)cc1Br
Screen / compound no.	17	18	19	20	21	22	23	24
GCN5L2 inh	-2%	/	/	-5%	?	3%	-1%	-17%
TDP1 cell noCPT	0.58µM*	-6%	6%	23µM*	-16%	-23%	-17%	-24%
DT40 TDP1 CPT	0.52µM*	-2%	10%	?	-20%	-20%	-22%	?

Compound profiles, as listed above.
COc1ccccc1CNC(=O)c1cc(S(=O)(=O)N2CCCC2)cn1C reads GCN5L2 inh: ?; TDP1 cell noCPT: -16%; DT40 TDP1 CPT: -20%
CCN(CC)C(=O)C1=C(C)N(CCC2=CCCCC2)C(=O)C(CC(=O)NCCN2CCOCC2)C1 (stereo unspecified) reads GCN5L2 inh: /; TDP1 cell noCPT: -6%; DT40 TDP1 CPT: -2%

The results go on.
(25) O=C1CC(C(=O)NCc2ccccc2)C2(CCCC2)O1 (stereo unspecified)
(26) Cc1ccc([N+](=O)[O-])c2c1C(N1CCCC1)C(C)(C)O2 (stereo unspecified)
(27) CC(C)(O)C(=O)NNC(=S)Nc1ccc(F)c(Cl)c1
(28) Cc1ccc(NC(=O)C2C3C=CC4(O3)C2C(=O)N(CCCN2CCCC(C)C2)C4C(=O)NC2CCCCC2)cc1 (stereo unspecified)
(29) COc1cccc(C2=NOC(C(=O)NCc3cccnc3)C2)c1 (stereo unspecified)
(30) Cc1cc(C)cc(C(=O)NCC(=O)OCc2cc([N+](=O)[O-])cc3c2OCOC3)c1
(31) O=C(NN1CCOCC1)c1cccc(Cl)c1
(32) COc1ccc(N=C(N(C)C)P(=O)(N(C)C)N(C)C)cc1
Screen / compound no.	25	26	27	28	29	30	31	32
GCN5L2 inh	-5%	-8%	-2%	0%	3%	-2%	2%	-1%
TDP1 cell noCPT	-7%	?	11%	-7%	?	-5%	21%	-1%&-6%
DT40 TDP1 CPT	-5%	?	5%	12%	-18%	28%	-4%	10%&0%

(33) O=C(CCn1ccc2cc(S(=O)(=O)N3CCCC3)ccc21)NCc1cccc(F)c1
(34) CC/C(=N\NC(=O)c1nnn(-c2nonc2N)c1CN(C)c1ccccc1)c1ccccc1
(35) CCOC(=O)Nc1ccc2c(c1)nc(CN1CCOCC1)n2C
(36) Cn1cc(C(=O)NCCc2ccccc2)c(=O)c2cc(S(=O)(=O)N3CCCCC3)ccc21
(37) O=C(NNC(=O)c1cnccc1C(F)(F)F)c1ccc(Cl)cc1
(38) O=c1[nH]c2ccccc2c2ccc(Cl)cc12
(39) Cc1ccc(CN2C(=O)CCC2C(=O)NCCCN2CCC(C)CC2)cc1 (stereo unspecified)
(40) O=C1NN(c2cccc(Br)c2)C(=O)/C1=C/c1ccc(-c2cc([N+](=O)[O-])ccc2O)o1
Screen / compound no.	33	34	35	36	37	38	39	40
GCN5L2 inh	-5%&-6%	-8%	-5%	-2%	0%	/	-8%	-6%
TDP1 cell noCPT	?	-33%	-3%	-18%	-14%	?	10%	-14%
DT40 TDP1 CPT	?	-23%	8%	19%	-2%	?	20%	1%

(41) COc1ccc(F)cc1-c1cc(NC=O)c2ncc(-c3cc(OC)c(OC)c(OC)c3)n2c1
(42) CCOC(=O)c1c(-c2ccc(C)cc2)csc1NC(=O)c1cc(-c2ccc(OC)cc2)on1
(43) COc1ccc(C2=NCCNC(C(F)(F)F)=C2)cc1
(44) CCN(C[C@H]1N[C@@](CC)(C(=O)OC)[C@H]2C(=O)N(C)C(=O)[C@@H]12)C(C)=O
(45) CC(C)(C)c1ccc(-c2nnc(SCCN3C(=O)c4ccccc4C3=O)o2)cc1
(46) O=C(O)C(=O)/C(=C\c1ccc([N+](=O)[O-])cc1)c1ccc2ccccc2n1
(47) CCOC(=O)CSc1nnc(CNC(=O)Cc2ccccc2)n1-c1ccccc1OC
(48) CCOC(=O)Cc1csc(NC(=O)c2ccoc2C)n1
Screen / compound no.	41	42	43	44	45	46	47	48
GCN5L2 inh	/	-6%	-14%	-1%	-5%	-16%	-6%	1%
TDP1 cell noCPT	3.3µM*	-17%	-19%	16%	-9%	-14%	-12%	-22%
DT40 TDP1 CPT	2.3µM*	-10%	0%	-14%	10%	-16%	-13%	?

(49) CCn1nc(C)cc1C(=O)NC1CCCc2c1cnn2-c1cc(F)cc(F)c1 (stereo unspecified)
(50) O=C(Nc1cccc(S(=O)(=O)N2CCCCC2)c1)c1cc([N+](=O)[O-])ccc1N1CCOCC1
(51) Cc1ccc(S(=O)(=O)NCC(=O)OCC(=O)N2CCc3ccccc32)cc1
(52) CCCn1nc(C(=O)Nc2ccc3nc(N4CCOCC4)sc3c2)ccc1=O
(53) COCC(=O)NCCc1nc(-c2ccccc2)cs1
(54) CC1(C)CC(=O)C2=C(C1)N(CCN1CCOCC1)C1=C(C(=O)CC(C)(C)C1)C2c1cccc(Cl)c1
(55) Cc1ccc(-n2c(=O)c3c(c4cc(C)ccc4n3C)n(CC(=O)Nc3cc(C)cc(C)c3)c2=O)cc1
(56) COc1ccc(NC(=S)N2CCC(C(=O)c3ccc(F)cc3)CC2)cc1
Screen / compound no.	49	50	51	52	53	54	55	56
GCN5L2 inh	-3%	-15%	2%	-6%	2%	-12%	-2%	/
TDP1 cell noCPT	18µM*	-28%	-23%	10µM*	-2%	-14%	-14%	-85%
DT40 TDP1 CPT	?	?	-6%	9.2µM*	-9%	-27%	1%	?

(57) COc1ccc(OC)c(NC(=O)c2cc(C3CC3)nc3c2c(C)nn3-c2ccc(C)cc2)c1
(58) O=C(COC(=O)c1ccccc1Br)Nc1nnc(-c2ccccc2)o1
(59) Cc1nc([N+](=O)[O-])c(Br)n1CC(=O)c1ccc(F)cc1
(60) NS(=O)(=O)c1ccc(CCNC(=O)c2cc([N+](=O)[O-])ccc2N2CCOCC2)cc1
(61) CCOC(=O)C(C(=O)OCC)C1CS(=O)(=O)CC1C(C(=O)OCC)C(=O)OCC (stereo unspecified)
(62) CCCCn1c(C2CCCCC2)nc2cc3[nH]c(=O)c(C(C)C)nc3cc21
(63) C[C@H]1CN(Cc2ccccc2)C(=O)[C@@H]1CC(=O)NCc1ccccc1
(64) CC(=O)c1cc(C#N)c(N2CCCCC2)nc1C
Screen / compound no.	57	58	59	60	61	62	63	64
GCN5L2 inh	-13%	-7%	-13%	-1%	-3%	2%	-1%	4%
TDP1 cell noCPT	?	-7%	16µM*	-7%	-7%	?	?	-19%
DT40 TDP1 CPT	26µM*	-7%	?	0%	-19%	?	2%&-9%	-24%

(65) CCOC(=O)N1CCC(NC(=O)C2CCN(C(=O)N3CCOc4ccccc43)CC2)CC1
(66) O=C(O)c1ccccc1C(=O)c1cccc2ccccc12
(67) COc1ccc(C2NC(=O)CCC2[N+](=O)[O-])c(OC)c1OC (stereo unspecified)
(68) Cc1ccc2nc(-c3ccc(-c4cccc(Cl)c4)cc3)c(NCc3ccccc3)n2c1
(69) O=C(/C=C/c1ccccc1)Nc1cc(-c2nc3ccccc3o2)ccc1Cl
(70) Cc1c(C(=O)Nc2ccncc2)sc2nc(-c3ccccc3)cn12
(71) CC(C)n1cnc2c(Nc3cccc(F)c3)nc(NCCO)nc21
(72) NC1=NC2(CCCCC2)N=C(Nc2ccc(F)cc2F)N1
Screen / compound no.	65	66	67	68	69	70	71	72
GCN5L2 inh	12%	-1%	-2%	-18%	-13%	-4%	2%	-2%
TDP1 cell noCPT	-14%	0%	-7%	?	-25%	10µM*	-27%	0%
DT40 TDP1 CPT	2%	3%	2%	?	?	18µM*	-7%	-2%

(73) COc1cc2cnc(-c3ccsc3)cc2cc1OC
(74) Cc1ccc(N(CC(=O)NC2CCCCC2C)S(=O)(=O)c2c(C)nn(C)c2C)cc1 (stereo unspecified)
(75) Cc1cccn2c(=O)nc(SCC(=O)N3CC(C)OC(C)C3)nc12 (stereo unspecified)
(76) CCOc1ccccc1N1CC(C(=O)N2CCc3ccccc32)CC1=O (stereo unspecified)
Screen / compound no.	73	74	75	76
GCN5L2 inh	-7%	1%	-2%	-5%
TDP1 cell noCPT	?	3%	-3%	?
DT40 TDP1 CPT	?	-29%	8%	?

In the list so far, these have a Cl atom:
(14) CCCn1c(C)nc2cc(Cl)c(N3CCN(c4nc(-c5ccc(C)cc5)cs4)CC3)cc21
(15) O=C(/C=C/c1ccc(Cl)cc1Cl)NCCN1CCOCC1
(17) O=c1c(Cl)nc2cc(Cl)ccc2n1CCNc1ncc(C(F)(F)F)cc1Cl
(27) CC(C)(O)C(=O)NNC(=S)Nc1ccc(F)c(Cl)c1
(31) O=C(NN1CCOCC1)c1cccc(Cl)c1
(37) O=C(NNC(=O)c1cnccc1C(F)(F)F)c1ccc(Cl)cc1
(38) O=c1[nH]c2ccccc2c2ccc(Cl)cc12
(54) CC1(C)CC(=O)C2=C(C1)N(CCN1CCOCC1)C1=C(C(=O)CC(C)(C)C1)C2c1cccc(Cl)c1
(68) Cc1ccc2nc(-c3ccc(-c4cccc(Cl)c4)cc3)c(NCc3ccccc3)n2c1
(69) O=C(/C=C/c1ccccc1)Nc1cc(-c2nc3ccccc3o2)ccc1Cl
Screen / compound no.	14	15	17	27	31	37	38	54	68	69
GCN5L2 inh	-1%	?	-2%	-2%	2%	0%	/	-12%	-18%	-13%
TDP1 cell noCPT	?	-14%	0.58µM*	11%	21%	-14%	?	-14%	?	-25%
DT40 TDP1 CPT	?	-27%	0.52µM*	5%	-4%	-2%	?	-27%	?	?
